Source: PubChem BioAssay (Broad Institute)
C2C12 statin – suppressors of simvastatin-induced myotoxicity in C2C12 myotubes; ATP luminescence, 48 h; scaled: DMSO 0, geranylgeraniol control 100; rescue of ATP level, % at 7.49 µM; actives 0.78% (n = 330,000); AID 602340;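 active = mean ATP rescue above about 67%, or every replicate alone reaching that limit, limit read from the data, passing the limit was not always enough; inconclusive = no clear call, values can overlap the other calls; inactive = mean under the limit and some replicate under it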;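 note: myotubes were challenged with 10 µM simvastatin during compound exposure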
LGR2 inh – blocks bursicon-induced cAMP signaling via Drosophila LGR2; AID 720647; actives 0.35% (n = 380,000); HEK293 LGR2, CRE-luciferase, bursicon-stimulated, 4 h; inhibition, % at 9.99 µM;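 active = drop in luminescence signal, shown as inhibition above about 50% in the replicate tests, limit read from the data, passing the limit was not always enough; inconclusive = probably only some replicates passing the limit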;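 note: agonist challenge used bursicon conditioned medium at about half maximal strength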
Cneo AK release – causes C. neoformans cell lysis. actives 0.2% (n = 360,000). adenylate kinase release luminescence, 4 h; normalised: neutral wells 0, clomiphene wells 100. lysis activity, % at 15 µM. AID 651654;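 active = mean lysis activity across replicates of at least 80%, whatever share of replicates individually reach that level; inactive = mean lysis activity below 80%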
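Material: C. neoformans cells | Amount: Yeast cell density of 5 × 10^6 cells/mL | Medium: Fresh YPD growth medium | Dosing: Single dose | Times: Static 4 h at 37 °C with compound, 1 h detection | Detection: AK luminescence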
SIRT5 block – inhibitors of human sirtuin-5 desuccinylase; actives 1.1% (n = 330,000); AID 652115; Purified SirT5, succinyl-peptide AMC, trypsin-coupled fluorescence; Q9NXA8; inhibition, % at 15 µM; in the data active = inhibition above about 15%; inconclusive = no clear call, values can overlap the other calls
ERAP1 HTS inh – inhibitors of human ERAP1 aminopeptidase; AID 652197; actives 0.15% (n = 340,000); inhibition, % at 10.7 µM; recombinant ERAP1, Leu-AMC fluorescence, 60 min;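 active = mean replicate inhibition of at least 30%, or all replicates individually reaching that 30% level; inactive = mean below 30% and not every replicate reaching it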;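 note: 0% = neutral control wells and 100% = L-leucinethiol positive control wells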
Target sequence (Q9NZ08 whole entry, looked up): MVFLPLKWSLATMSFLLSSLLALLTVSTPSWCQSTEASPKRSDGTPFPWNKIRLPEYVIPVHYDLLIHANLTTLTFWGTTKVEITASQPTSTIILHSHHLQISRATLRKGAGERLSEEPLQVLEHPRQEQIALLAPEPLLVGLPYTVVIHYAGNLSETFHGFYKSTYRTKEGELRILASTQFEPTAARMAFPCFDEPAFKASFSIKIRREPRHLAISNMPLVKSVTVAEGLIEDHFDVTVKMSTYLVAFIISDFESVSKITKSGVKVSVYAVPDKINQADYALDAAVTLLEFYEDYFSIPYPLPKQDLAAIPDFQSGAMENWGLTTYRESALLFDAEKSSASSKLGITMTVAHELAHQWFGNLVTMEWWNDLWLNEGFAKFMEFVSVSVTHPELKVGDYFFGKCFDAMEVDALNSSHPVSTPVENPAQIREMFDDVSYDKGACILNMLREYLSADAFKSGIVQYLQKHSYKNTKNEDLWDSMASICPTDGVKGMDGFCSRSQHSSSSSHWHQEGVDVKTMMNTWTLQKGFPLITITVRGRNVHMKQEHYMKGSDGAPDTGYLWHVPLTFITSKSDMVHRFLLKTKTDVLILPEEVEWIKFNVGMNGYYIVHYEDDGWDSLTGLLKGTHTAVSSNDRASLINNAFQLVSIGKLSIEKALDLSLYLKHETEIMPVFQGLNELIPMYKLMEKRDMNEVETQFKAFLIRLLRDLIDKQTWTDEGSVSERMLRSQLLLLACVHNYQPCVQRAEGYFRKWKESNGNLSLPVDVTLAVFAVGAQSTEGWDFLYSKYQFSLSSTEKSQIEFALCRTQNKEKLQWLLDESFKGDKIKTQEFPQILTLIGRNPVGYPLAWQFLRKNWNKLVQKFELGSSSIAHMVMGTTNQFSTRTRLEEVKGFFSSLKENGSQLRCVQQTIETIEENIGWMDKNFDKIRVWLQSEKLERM
Xi reactivation – X-chromosome reactivation activator | AID 743238 | actives 0.055% (n = 360,000) | activation, % at 7.58 µM | XiGFP mouse fibroblasts, % GFP-positive cells imaging, 3 d; cells co-treated with 5-aza-dC sensitizer; scaled so ellipticine positive control = 100%;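 active = mean normalized replicate activation at least 10% and every replicate at or above 10%; inconclusive = only one of the two criteria met; inactive = mean below 10% and not all replicates reach 10%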;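 note: 0% = median of on-plate neutral control wells and 100% = ellipticine 6 µM median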
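material = 68-5-11 XiGFP fibroblast line | medium = DMEM plus 5-aza-dC sensitizer | schedule = 3 days compound exposure | benchmarks = positive control ellipticine, 6 µM final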
PGC1a acetyl inh – PGC1a acetylation modulation, inhibitor mode; U2OS PGC1a acetylation, AlphaScreen anti-acetyl-lysine; with virally co-expressed GCN5 acetyltransferase; actives 0.17% (n = 350,000); inhibition, % at 15.6 µM;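 active = every replicate shows inhibition of at least 40%; inconclusive = mean inhibition at least 40% but some replicate below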;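 note: 0% = neutral control wells and 100% = positive control wells; some results beyond the cut were filed as inactive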
S100A4 MyoIIA – S100A4-myosin IIA interaction inhibition; S100A4/TAMRA-MyoIIA peptide fluorescence polarization; inhibition, % at 10.7 µM; actives 0.14% (n = 360,000);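 active = mean inhibition of at least 70% across replicates, with every replicate also reaching that level; inconclusive = mean inhibition reaches 70% but some replicates fall short; inactive = mean inhibition below 70%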
Target sequence (P26447 whole entry, looked up): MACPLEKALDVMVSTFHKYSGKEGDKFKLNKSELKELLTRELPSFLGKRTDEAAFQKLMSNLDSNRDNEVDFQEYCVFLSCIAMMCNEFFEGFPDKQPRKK
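incubation = readout 5 min after mixing, signal stable up to 60 min | system = S100A4 monomer protein | buffer or medium = HEPES pH 7.2 with CaCl2, KCl, NaCl, DTT, Triton | benchmarks = neutral control DMSO, positive control TFP | also added = fluorescent myosin IIA peptide, 5 nM | compound dosing = one concentration per compound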
* hit, by the source's call; ? = inconclusive; nt = not tested or not shown. These rows are one share of the data; the hit share may differ from the screen's.

The opening 5 records as a preview:
SMILES | C2C12 statin | LGR2 inh | Cneo AK release | SIRT5 block | ERAP1 HTS inh | Xi reactivation | PGC1a acetyl inh | S100A4 MyoIIA
COc1ccc(C(=O)N[C@H](C(=O)OCc2cc(=O)oc3cc(C)ccc23)C(C)C)cc1 | nt | 2 | -3 | nt | nt | 0.3 | 1 | nt
Cc1cccc(NC(=O)Nc2ccc3c(c2)C(=O)N(C)[C@H]2CC[C@H](CC(=O)NCc4ccccc4Cl)O[C@H]2CO3)c1 | -42 | 20 | -1 | 5 | 1 | 0.0 | -2 | -37
CC1=C(C)C(C)=C(C#N)C(=C(C#N)C#N)N1 | 0 | nt | 3 | 6 | 3 | 0.0 | 18 | -1
Cc1nnsc1-c1onc(C)c1C(=O)Nc1cc(Cl)cc(Cl)c1 | 11 | 26 | nt | 1 | nt | 0.1 | 6 | 1
Cc1nc2c(-c3ccc(F)cc3)c(C)nn2c(C)c1CCC(=O)N1CCOCC1 | 4 | -13 | -1 | nt | 0 | -0.1 | 0 | 2

The list itself, repeating the preview:
SMILES | C2C12 statin | LGR2 inh | Cneo AK release | SIRT5 block | ERAP1 HTS inh | Xi reactivation | PGC1a acetyl inh | S100A4 MyoIIA
COc1ccc(C(=O)N[C@H](C(=O)OCc2cc(=O)oc3cc(C)ccc23)C(C)C)cc1 | nt | 2 | -3 | nt | nt | 0.3 | 1 | nt
Cc1cccc(NC(=O)Nc2ccc3c(c2)C(=O)N(C)[C@H]2CC[C@H](CC(=O)NCc4ccccc4Cl)O[C@H]2CO3)c1 | -42 | 20 | -1 | 5 | 1 | 0.0 | -2 | -37
CC1=C(C)C(C)=C(C#N)C(=C(C#N)C#N)N1 | 0 | nt | 3 | 6 | 3 | 0.0 | 18 | -1
Cc1nnsc1-c1onc(C)c1C(=O)Nc1cc(Cl)cc(Cl)c1 | 11 | 26 | nt | 1 | nt | 0.1 | 6 | 1
Cc1nc2c(-c3ccc(F)cc3)c(C)nn2c(C)c1CCC(=O)N1CCOCC1 | 4 | -13 | -1 | nt | 0 | -0.1 | 0 | 2
CCCCn1c(N)c(N(CC(C)C)C(=O)c2ccc(-c3ccc(Cl)cc3)o2)c(=O)[nH]c1=O | -16 | -3 | 0 | -4 | 1 | 0.1 | nt | 2
N#Cc1c(C#N)c(SSc2c(C#N)c(C#N)c(N)n2-c2ccccc2)n(-c2ccccc2)c1N | -211 | 2 | nt | -1 | -3 | 0.0 | -2 | 3
CCc1cc(=O)oc2cc(C)cc(OCC(=O)NCc3ccncc3)c12 | 1 | -2 | 1 | -16 | 1 | -0.1 | 3 | 0
Cc1cc2c(=O)n(C)c(SCC(=O)Nc3ccccc3)nc2s1 | -16 | -1 | -8 | nt | 2 | 0.0 | nt | 1
Cc1ccc(S(=O)(=O)Oc2ccccc2)cc1 | -2 | -38 | nt | -3 | -6 | 0.0 | 0 | 0
O=C(NCCO)c1c(-c2ccc3c(c2)OCO3)noc1-c1ccsc1 | -1 | 1 | 0 | -1 | 1 | 0.3 | -4 | 18
CC(C(=O)Nc1ccc([N+](=O)[O-])cc1)N1CCN(C/C=C/c2ccccc2)CC1 (configuration not stated) | nt | -3 | 2 | -1 | 2 | 0.0 | nt | -2
CN(C)CCCCCCNC(=O)[C@@H]1C[C@@H]2C(=O)N3CCC[C@H]3C(=O)N2[C@@H]1c1ccc(O)cc1 | nt | nt | 27 | 6 | -8 | nt | nt | ?
CNC[C@H]1Oc2ccc(NC(=O)Nc3ccc(F)cc3)cc2CC(=O)N([C@@H](C)CO)C[C@@H]1C | 15 | -12 | 3 | -5 | 2 | 0.1 | -8 | -31
COc1ccc(-c2cc(C(=O)NCC3CCCO3)on2)cc1OC (configuration not stated) | -4 | 27 | 1 | -1 | -2 | 0.0 | -9 | -1
CCN1[C@H](C(=O)OC)[C@@H](CO)[C@@H]2Cn3c(ccc(-c4cccc(OC)c4)c3=O)[C@@H]21 | -1 | 1 | 2 | nt | nt | 0.2 | nt | 8
CC12CCC(=O)N1C(C(=O)NCCc1ccc(F)cc1)CS2 (configuration not stated) | nt | -5 | 3 | 8 | 0 | -0.1 | -1 | 3
CC1CC(NC2=NCCS2)CC(C)(C)C1 (configuration not stated) | nt | -14 | nt | -2 | -1 | 0.0 | 2 | -3
COc1ccccc1-c1nnn(CC#N)n1 | -14 | 9 | -3 | nt | nt | nt | 11 | nt
COC(=O)COc1cccc2c(=O)n(CC(=O)Nc3ccc4c(c3)OCCO4)ccc12 | 2 | -8 | 0 | -4 | -1 | 0.4 | -12 | 1
O=C(O)CCC(=O)Nc1ccc(S(=O)(=O)Nc2nccs2)cc1 | -2 | -6 | -1 | 1 | -2 | -0.1 | nt | -2
Cc1ccc(NC(=O)c2nc3nccc(C)n3n2)cc1S(=O)(=O)N1CCCCC1 | -10 | -29 | -6 | -5 | -1 | 0.1 | 13 | -7
COc1ccc(NC(=O)N(C)C[C@@H]2Oc3ccc(NS(=O)(=O)c4c(C)noc4C)cc3CC(=O)N([C@@H](C)CO)C[C@H]2C)cc1 | 33 | -19 | -1 | -1 | 0 | -0.5 | -4 | -92
COC(=O)C1(C(C[N+](=O)[O-])c2ccc(C)cc2)C(=O)NCC1c1ccco1 (configuration not stated) | nt | 7 | -1 | -16 | 1 | -0.2 | -35 | 0
Cc1ccsc1C(=O)N1CCN(C(=O)c2ccco2)CC1 | 4 | -4 | 0 | -2 | 1 | 0.1 | 6 | 0
COCC(=O)N(C)C[C@H]1Oc2cc(-c3ccc(F)cc3)ccc2S(=O)(=O)N([C@H](C)CO)C[C@H]1C | -13 | 7 | 1 | -4 | -1 | -0.7 | -3 | -34
O=[N+]([O-])c1ccn(-c2nc(-c3ccccc3)cc(C(F)(F)F)n2)n1 | nt | 7 | 1 | 13 | nt | nt | 8 | -1
COc1ccc(Cl)cc1NC(=O)C[n+]1cccc(C)c1 | -4 | 2 | 1 | -5 | -4 | 0.1 | 0 | -7
O=S1(=O)CC(N2CCC(Cc3ccccc3)CC2)CN1CCc1ccccc1 (configuration not stated) | 7 | 9 | -2 | 1 | 0 | nt | 11 | -3
O=C(C(=O)N1CCN(c2ccccc2)CC1)c1ccccc1 | nt | -10 | nt | nt | -4 | 0.1 | nt | 16
Cc1ccc(Cl)cc1NC(=O)COC(=O)CSc1ccccc1 | -4 | 1 | 1 | 0 | -2 | 0.1 | -5 | -9
Cc1noc(C)c1NC(=O)Nc1ccc2c(c1)C(=O)N([C@@H](C)CO)C[C@@H](C)[C@H](CN(C)C(=O)Nc1ccc3c(c1)OCO3)OCCCC[C@@H](C)O2 | nt | -7 | 4 | -2 | 1 | 0.4 | -4 | -4
COCCN(C(=O)c1ccc2c(c1)S(=O)(=O)N=C1CCCCCN12)c1c(N)n(CC(C)C)c(=O)[nH]c1=O | -17 | -3 | 0 | -3 | 2 | -0.1 | -7 | 50
COc1ccc(C)cc1NC(=O)C1CC(=O)N(CCc2ccccc2)C1 (configuration not stated) | 2 | -7 | 3 | 5 | 0 | 0.1 | -1 | -15
CCCNC(=O)N(C)C[C@H]1Oc2ncc(C#CC3CCCCC3)cc2C(=O)N([C@H](C)CO)C[C@H]1C | 0 | 3 | -1 | 3 | 5 | 0.1 | -8 | 5
CCCSC1=C(C#N)C(c2cc(OC)ccc2OC)CC(=O)N1 (configuration not stated) | -12 | 5 | -1 | -2 | 1 | 0.0 | -6 | -4
CS(=O)(=O)Nc1ccccc1C(=O)OCC(=O)N1CCC(c2ccccc2)=N1 | 6 | -7 | 0 | -4 | -6 | -0.1 | nt | -1
O=S(=O)(c1ccc(-c2nnco2)cc1)N1CCCCC1 | 9 | -1 | 1 | 4 | 2 | -0.1 | 1 | -3
O=C(CCC1CC(=O)Nc2ccccc21)NCc1ccc(F)cc1 (configuration not stated) | 23 | 5 | -1 | 1 | 4 | nt | -5 | -2
COc1cc(NC(=O)c2cccnc2SC)cc(OC)c1OC | nt | 28 | nt | 0 | 3 | 0.0 | -8 | 22
C[C@@H]1CN([C@@H](C)CO)C(=O)c2cc(C#CCN(C)C)cnc2O[C@H]1CN(C)Cc1ccc(C(=O)O)cc1 | 6 | 5 | -1 | 0 | 2 | -0.9 | 5 | -11
CC(c1ccccc1F)n1cc(C(=O)NCCCc2nc3ccccc3[nH]2)nn1 (configuration not stated) | nt | nt | nt | -4 | 0 | 0.0 | nt | 4
O=C(Nc1ccc(F)cc1)N1CCCCN2[C@@H](CO)[C@@H](c3ccc(-c4ccccc4F)cc3)[C@@H]2C1 | nt | nt | 3 | 5 | 1 | nt | -40 | -3
CCC(=O)Nc1nc2ccccc2n1CCN(C)C | nt | nt | 0 | -3 | 1 | nt | 0 | 0
CC(C)=C1C2CCC1C1C(=O)N(NC(=O)c3ccco3)C(=O)C21 (configuration not stated) | -4 | 6 | 3 | -2 | -1 | 0.1 | 6 | -2
N#C[C@H]1[C@@H](c2ccccc2C2=CCCCC2)[C@@H](CO)N1C(=O)c1cccc(F)c1 | nt | 7 | nt | 0 | 0 | 0.1 | -20 | 2
COc1ccc(/C=N/Nc2cc(C)nc3ccccc23)cc1 | -34 | -7 | 0 | -3 | 4 | 0.0 | nt | -8
CC(NC(=O)c1cc2cc(Cl)ccc2oc1=N)c1ccccc1 (configuration not stated) | -7 | 9 | 0 | -3 | 2 | 0.3 | 1 | -1
C[C@H](CO)N1C[C@H](C)[C@H](CN(C)C(=O)Nc2ccc(F)cc2)OCCCC[C@H](C)Oc2ccc(NS(=O)(=O)c3cn(C)cn3)cc2C1=O | nt | 2 | -2 | -2 | 2 | 0.1 | -3 | -2
CCS(=O)(=O)NCC[C@@H]1CC[C@@H](NC(=O)Cc2ccccn2)[C@H](CO)O1 | 2 | -8 | 57 | 2 | -1 | -0.1 | -5 | 14
COc1ccc(CNC(=O)C(CC(C)C)NC(=O)c2ccccc2C)cc1 (configuration not stated) | 36 | -10 | 18 | -2 | -1 | -0.1 | nt | -1
C[C@H]1CN([C@@H](C)CO)C(=O)c2cccc(NC(=O)C3CCCCC3)c2O[C@@H]1CN(C)Cc1ccc(C(F)(F)F)cc1 | 57 | 16 | -5 | 3 | 0 | -1.0 | -7 | 70
CCCC(=O)N1CCOCC1c1cc(C(=O)NCc2ccccc2)no1 (configuration not stated) | -12 | 7 | -2 | 1 | -1 | 0.0 | -5 | 10
CCOC(=O)C1CCCN(Cc2c(Cl)cccc2Cl)C1 (configuration not stated) | 3 | -4 | 5 | 1 | 4 | nt | -3 | -3
CN(Cc1ccccc1)c1ncc(C=O)s1 | 5 | 12 | 0 | -2 | -2 | 0.1 | nt | 2
O=C(OCc1nnc(-c2ccccc2)o1)c1ccc([N+](=O)[O-])o1 | 21 | 19 | nt | -1 | -2 | -0.1 | nt | 0
CCC(=O)N(C)C[C@H]1Oc2cc(-c3cccc(F)c3)ccc2S(=O)(=O)N([C@@H](C)CO)C[C@@H]1C | -4 | -9 | 5 | -2 | 1 | 0.1 | -30 | 7
O=C(c1cccc([N+](=O)[O-])c1)c1ccc2c(c1)OCCOCCOCCOCCO2 | nt | -6 | 0 | 0 | -1 | 0.1 | -17 | 3
